Screening results deposited in PubChem BioAssay by National Center for Advancing Translational Sciences (NCATS).
KB-3-1 tox – qHTS assay for MDR1-selective chemotherapeutics: Primary screen using the parental adenocarcinoma cell KB-3-1. KB-3-1 viability, CellTiter-Glo ATP luminescence, 72 h. Potency, µM (doses to about 46.1 µM), inactives show top-dose activity change, negative = cytotoxic, usual class: cytotoxic. 400,000 tested, 1.4% active. AID 1347075, 2019; note: potency is the fitted concentration of half-maximal effect; % is set by controls: 0 for no effect and ±100 for the full control effect; nearly all actives have a fitted effect of over 60% in size
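Cells are dispensed, compounds pinned in, plates held at 37 °C for 72 h, then CellTiter-Glo is added and luminescence read after 10 minutes. Cell line: parental KB-3-1 in phenol-red-free DMEM, 10% FBS.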
HT1080 IDH1KD tx – qHTS for induction of synthetic lethality in tumor cells producing 2HG: qHTS for the HT-1080-IDH1KD cell line | HT-1080 IDH1 knockdown viability, ATP luminescence, 48 h | Potency, µM (doses to about 46.1 µM), for inactives: at the highest dose activity, negative = toxicity, hits mostly cytotoxic | 360,000 tested, 2% active;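 note: potency is the fitted concentration of half-maximal effect; 0% = DMSO wells and -100% = cell-free medium wells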
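After a 2 h attachment period, IDH1KD HT-1080 cells took pin-transferred compound for 48 h at 37 °C; ATP-based luminescence after 10 min room-temperature reagent incubation reported viability.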
KB-V1 cytotox – qHTS assay for MDR1-selective chemotherapeutics: Primary screen using the drug-selected MDR subline cells KB-V1; KB-V1 MDR cells viability, CellTiter-Glo, 72 h; 400,000 tested, 3.4% active; Potency, µM (highest dose often 46.1 µM), without a hit: at the top dose activity change, negative = cytotoxicity, usual class: cytotoxic; AID 1347076, 2019; note: potency is the fitted concentration of half-maximal effect; % is set by controls: 0 for no effect and ±100 for the full control effect; nearly all actives have a fitted effect of over 60% in size
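In this primary screen, KB-V1 cells overexpressing P-gp are incubated with library compounds (lowest to highest concentration) for 72 h at 37 degrees C before a luminescent ATP viability read.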
MCF10A rerep – A quantitative high throughput screen for small molecules that induce DNA re-replication in MCF 10a normal breast cells; MCF 10A DNA re-replication, Hoechst nuclear intensity, 48 h; Potency, µM (top dose mostly 46.1 µM), without a hit: at the top dose activity, positive = re-replication, most hits filed as activators; 350,000 tested, 2.9% active; note: potency is the fitted concentration of half-maximal effect; % of control where 0% means no effect; nearly all actives have a fitted effect of over 50% in size
HT1080-NT tox – qHTS for induction of synthetic lethality in tumor cells producing 2HG: qHTS for the HT-1080-NT fibrosarcoma cell line; HT-1080-NT fibrosarcoma viability, CellTiter-Glo ATP luminescence, 48 h; Potency, µM (highest dose often 46.1 µM), for the others: top-dose activity, negative = less viability, hits mostly cytotoxic; 360,000 tested, 1.6% active; AID 686970, 2013;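 note: NT is the 2HG producing partner of a matched IDH1 knockdown line; potency is the fitted concentration of half-maximal effect; 0% = DMSO-treated cells and -100% = media-only wells without cells; nearly all actives have a fitted effect of over 55% in size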
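Toxicity toward the 2HG-producing NT line was scored as %Activity, normalised to DMSO and no-cell wells, from CellTiter-Glo luminescence after 48 hours' treatment.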
SW480 rereplic – A quantitative high throughput screen for small molecules that induce DNA re-replication in SW480 colon adenocarcinoma cells | Potency, µM (top dose mostly 46.1 µM), for the others: top-dose re-replication activation, usual class: activators | 340,000 tested, 1.8% active | SW480 DNA re-replication, Hoechst DNA content imaging, 48 h | AID 624297, 2012; note: potency is the fitted concentration of half-maximal effect; % of control where 0% means no effect; nearly all actives have a fitted effect of over 55% in size
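Treated cells incubate 48 hr (37 C, 5% CO2), are stained 40 min with Hoechst, and nuclear fluorescence is enumerated; a rise in nuclei with high DNA signal marks re-replication.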
ATXN2 expr inh – Primary qHTS for Inhibitors of ATXN expression. HEK-293 ATXN2-luciferase reporter, luminescence, 24 h. Potency, µM (titrated, usually from 57 µM), inactives show top-dose activity change, negative = inhibition, usual class: inhibitors. 360,000 tested, 0.72% active. AID 1745845, 2022; note: potency is the fitted concentration of half-maximal effect; % is set by controls: 0 for no effect and ±100 for the full control effect; nearly all actives have a fitted effect of over 55% in size
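qHTS (up to 57 uM final) was run with 24 h compound exposure of reporter cells at 37 °C. Each well was multiplexed: SteadyGlo luminescence measured ATXN2-luciferase expression after a fluorogenic Gly-Phe-AFC viability readout (25 uM final).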
WRN inhibitor – qHTS for Inhibitors of WRN Helicase; 360,000 tested, 0.46% active; AID 651768, 2012; WRN helicase unwinding, fluorescent forked duplex, kinetic; Potency, µM (top dose mostly 114 µM), for inactives: top-dose activity change, negative = inhibition, most hits filed as inhibitors; Bifunctional 3'-5' exonuclease/ATP-dependent helicase WRN (Homo sapiens), Q14191; note: potency is the fitted concentration of half-maximal effect; % is set by controls: 0 for no effect and ±100 for the full control effect; nearly all actives have a fitted effect of over 55% in size
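WRN at 20 nM final preincubated with compound 15 min at room temperature; reaction started with 100 nM fluorophore/quencher forked duplex oligonucleotide and 2 mM ATP final. Unwinding followed kinetically by red fluorescence (ex 525, em 598 nm).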
IL1B secr inh – qHTS for Inhibitors of Inflammasome Signaling: IL-1-beta AlphaLISA Primary Screen; AID 743279, 2014; 360,000 tested, 4.7% active; THP-1 LPS/ATP IL-1B secretion, AlphaLISA, 16 h; hits give low values; activity change, % at 57.5 µM; in the data active = activity change below about -50%; inconclusive = mostly about -30% to -49%; note: % is set by controls: 0 for no effect and ±100 for the full control effect
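THP-1 cells pretreated 1 hr with compounds (up to 57.5 uM final), then stimulated with LPS (250 ng/mL final) plus ATP (1.25 mM final); secreted IL-1B measured by AlphaLISA after 16 hr, decreased signal indicating inhibition.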
Numbers without * were called inactive; ? = inconclusive; . = not tested or not shown; & = joins results of further samples; [ ] = remark or other dose. Unless noted, calls come from the whole dose curve; as a rule, active = well fitted curve in the direction sought with a large enough effect; inconclusive = small, poorly fitted or top-dose-only effect, or another doubt; inactive = no such curve, though single readings can be large; an effect the other way counts as inactive or inconclusive. Not a hit list (roughly 12% active in at least one column).

SMILES	KB-3-1 tox	HT1080 IDH1KD tx	KB-V1 cytotox	MCF10A rerep	HT1080-NT tox	SW480 rereplic	ATXN2 expr inh	WRN inhibitor	IL1B secr inh
O=C1C2Sc3[nH]c(=O)sc3C(c3ccccc3)C2C(=O)N1c1ccc(Cl)cc1 (stereo not given)	2.7%	-1.6%	14.6%	-9.1%	-0.6%	-6.9%	2.0%	-2.7%	24.9
O=C(Nc1nccs1)C1CC=CCC1 (stereo not given)	10.7%	14.9%	0.8%	1.6%	23.6%	-8.2%	-6.3%	7.4%	6.4
Cc1nc(NC(=S)NC(=O)c2cccs2)sc1C(=O)N(C)C	-1.8%	-9.1%	2.6%	-1.8%	-5.2%	-27.1%	33.0%[activator]	-8.6%	-5.0
O=c1cc(-c2ccc(O)c(O)c2)oc2ccc3ccccc3c12	2.3%	-16.6%	18.4µM*	?	-2.4%	?	?	-29.7%	6.6
CC(=O)NCCc1nc2ccccc2[nH]1	-1.4%	11.4%	1.5%	-4.0%	12.3%	-9.5%	-2.4%	0.2%	1.2
CCN1CC(CN(C)Cc2nc(Cc3ccccc3)no2)CC1=O (stereo not given)	-7.3%	4.9%	-10.0%	-5.1%	-0.8%	-3.4%	10.3%	2.5%	23.2
CC1(C)Cc2cccc(OCC(=O)Nc3ccccc3N3CCOCC3)c2O1	-18.4%	8.0%	3.66µM*	?	11.1%	10.4%	-6.5%	-1.4%	-11.2
C#CCOc1ccc2c(C)cc(=O)oc2c1	0.0%	2.5%	1.7%	-9.7%&9.0%	?	6.9%&-67.6%	17.5%	-1.9%	-5.8
CC/C(Cc1ccccc1)=N/NC(=O)CNC(=O)c1ccc(Cl)cc1Cl	15.9%	-2.4%	25.8%	0.9%	3.9%	-16.7%	0.1%	-1.1%	5.1
COc1cc2c(cc1OC)CN(C(=O)CCCOc1ccc(Cl)cc1Cl)CC2	0.8%	?	2.6%	?	?	8.0%	-34.9%	-10.3%	?
O=C(CC1CCOCC1)Nc1ccc(Cl)c(Cl)c1	-4.7%	-8.1%	-25.1%	-14.2%	-11.2%	2.4%[1.84 µM]	-7.0%[2.22 µM]	3.3%[57.1 µM]	-14.7
Cc1ccc(NC(=O)c2cc(-c3ccccc3)nn2-c2ccccc2)cc1	?	0.4%	20.6µM*	20.6µM*	1.9%	27.9%	-19.7%	-26.8%	?
O=C(CCCN1C(=O)CCC1=O)Nc1ccc(Cl)c(C(F)(F)F)c1	6.9%	7.2%	?	15.7%	11.8%	2.3%	-0.8%	0.2%	3.7
COc1ccc(NC(=O)CSc2ccc3nnc(CCNC(=O)c4ccccc4)n3n2)cc1OC	.	6.7%	.	3.8%	2.3%	0.0%	1.9%	-30.1%	-16.0
Cc1noc(C(=O)NCc2ccccc2)c1Cl	-7.8%	-1.7%	4.8%	1.1%	-6.9%	6.2%	17.9%	-4.0%	-4.1
Cc1ccc2nc(SCC(=O)N3CCCCCC3)nc(=O)n2c1	12.8%	1.9%	-4.9%	1.5%	-2.4%	-721.7%[inhibitor]	-1.3%	-5.3%	-0.8
CCCCN(C)CCC(=O)Nc1ccc2c(c1)CCC2	0.0%	-9.7%	-19.2%	5.0%	-5.7%	8.4%	-20.0%	11.9%	9.3
COc1ccccc1C(=O)Nc1ccc(C)c(S(=O)(=O)N2CCCCC2)c1	0.0%	-6.3%	-13.7%	?	-11.1%	10.1%	-21.7%	-31.6%	?
O=C(NC(=S)Nc1ccc(Br)cn1)c1cncc(Br)c1	8.3%	24.6%	12.6%	-0.4%	14.0%	-7.3%	3.9%	-6.8%	59.6
O=c1c(-c2cc3ccccc3[nH]2)nc2ccccc2n1C(CCc1ccccc1)c1nc2ccccc2[nH]1 (stereo not given)	?	?	?	.	?	.	.	-5.9%	-22.2
CCOC(=O)Cc1cc(=O)c2cc(C)ccc2[nH]1	0.0%	8.6%	?	-2.6%	3.2%	-6.3%	.	-2.7%	30.7
CC(=O)N1c2ccc(S(=O)(=O)N(C)CC(=O)NCc3ccccc3)cc2CC1C (stereo not given)	-2.7%	-0.9%	-2.9%	6.7%	12.9%	-13.5%	7.9%	0.3%	13.5
COC(=O)c1ccccc1C(=O)N1CCOCCN(C(=O)c2ccccc2C(=O)OC)CCOCC1	8.0%	8.7%	-26.3%	-2.3%	10.9%	-3.3%	-13.9%	12.8%	8.1
CCOC(=O)/C(C#N)=C\c1cccnc1	-4.3%	-7.5%	-7.7%	21.8%	-19.7%	-1.1%	-8.1%	4.5%	17.5
CCN(CC)C(=O)CSc1nc2cccnc2n1-c1ccccc1OC	?	0.6%	-10.2%	13.3%	22.6%	-7.1%	4.8%	4.7%	3.0
COc1ccc(C2N=C(c3ccccc3)NO2)cc1OC (stereo not given)	-2.0%	2.8%	10.9%	-2.7%	0.8%	0.9%	57.7%[activator]	-1.5%	29.6
CCOC(=O)CSc1cc(CSc2ccccc2)nc(-c2ccccc2)n1	-0.3%	-4.0%	15.3%	3.0%	0.0%	-6.1%	-9.9%	-4.6%	17.3
Cc1cccc(S(=O)(=O)N2CCC(CO)(Cc3ccccc3)CC2)c1	-2.9%	-2.6%	?	?	-0.2%	-0.3%	-15.0%	9.6%	5.0
CCc1ccc(C(=O)CSc2nnc(C)c(=O)[nH]2)cc1	0.5%	-1.9%[9.24 µM]	8.4%	-4.1%	-0.2%	-2.0%	2.3%	-3.5%[57.1 µM]	30.2
COc1ccc(-c2cc(=O)oc3cc(OCC(=O)NCCCn4ccnc4)ccc23)cc1	0.0%	-2.2%	?	?	-0.2%	6.3%	-9.0%	10.1%	-4.8

3 compounds out of the list, ordered by formula weight, lowest first:
SMILES	KB-3-1 tox	HT1080 IDH1KD tx	KB-V1 cytotox	MCF10A rerep	HT1080-NT tox	SW480 rereplic	ATXN2 expr inh	WRN inhibitor	IL1B secr inh
CC(=O)N1c2ccc(S(=O)(=O)N(C)CC(=O)NCc3ccccc3)cc2CC1C (stereo not given)	-2.7%	-0.9%	-2.9%	6.7%	12.9%	-13.5%	7.9%	0.3%	13.5
COc1ccc(-c2cc(=O)oc3cc(OCC(=O)NCCCn4ccnc4)ccc23)cc1	0.0%	-2.2%	?	?	-0.2%	6.3%	-9.0%	10.1%	-4.8
COC(=O)c1ccccc1C(=O)N1CCOCCN(C(=O)c2ccccc2C(=O)OC)CCOCC1	8.0%	8.7%	-26.3%	-2.3%	10.9%	-3.3%	-13.9%	12.8%	8.1

Back to the main list, starting two compounds before the break.
SMILES	KB-3-1 tox	HT1080 IDH1KD tx	KB-V1 cytotox	MCF10A rerep	HT1080-NT tox	SW480 rereplic	ATXN2 expr inh	WRN inhibitor	IL1B secr inh
CCc1ccc(C(=O)CSc2nnc(C)c(=O)[nH]2)cc1	0.5%	-1.9%[9.24 µM]	8.4%	-4.1%	-0.2%	-2.0%	2.3%	-3.5%[57.1 µM]	30.2
COc1ccc(-c2cc(=O)oc3cc(OCC(=O)NCCCn4ccnc4)ccc23)cc1	0.0%	-2.2%	?	?	-0.2%	6.3%	-9.0%	10.1%	-4.8
Cc1nn(Cc2ccccc2)c(C)c1/C=N/NC(=O)c1cccnc1	0.8%	?	0.0%	-1.0%	-14.6%	6.0%	.	-4.3%	55.7
CCC(OC(=O)c1ccco1)C(=O)NCc1ccco1 (stereo not given)	2.1%	0.0%	7.4%	0.2%	4.6%	-2.4%	-17.4%	2.5%	17.2
COc1ccccc1N1CCN(C2CCCN(C(=O)CCc3cnccn3)C2)CC1 (stereo not given)	0.7%	-1.4%	?	0.2%	13.1%	-3.4%	-12.0%	-2.4%	0.0
CC(C)NC(=O)NC(=O)CSc1nncs1	-2.7%	3.6%	-0.9%	-2.5%	3.5%	-4.8%	-5.1%	0.8%	6.0
COc1ccc(NC(=O)Cn2nnc(C(=O)NCCc3ccccc3)c2N)cc1	-0.5%&2.2%	?	5.5%&0.0%	-2.4%	?	-16.8%	-21.8%	-17.7%	22.2
CCCn1c(OC)nc2c1c(=O)n(C)c(=O)n2C	15.4%	1.7%	18.0%	-1.4%	-1.8%	-26.2%	2.6%	0.6%	13.4
CN1C=CC=C/C1=C1\SC(=S)N(C2CCCCC2)C1=O	0.2%	2.8%	-3.8%	-0.2%	8.6%	-1.3%	19.8%	10.9%	-3.6
COc1cccc(OC)c1C(=O)Nc1ccc(C(=O)NCc2ccccc2)cc1	22.1%	12.4%	6.9%	-1.0%	16.6%	0.9%	4.7%	-8.1%	-15.7
COc1cccc(CNC(=O)CSCC(=O)Nc2cc(C)on2)c1	-5.2%	15.3%	0.0%	-2.6%	17.6%	-6.9%	-2.6%	-4.9%	7.2
Cc1cc(SCc2cccc(C(F)(F)F)c2)nc(=O)[nH]1	1.5%	7.8%	-5.8%	?	1.2%	-2.1%	.	-8.1%	7.1
C[C@]12CCC3c4ccc(O)cc4CCC3C1CC/C2=N\N (stereo not given in full)	1.7%	5.6%	7.8%	?	8.7%	-4.3%	0.5%	3.9%	7.4
O=C(COc1ccc(F)cc1)NCCCn1ccnc1	-2.1%	-2.3%	7.3%	2.1%	11.4%	-0.6%	-2.3%	-10.4%	17.0
Cc1ccc(-n2ncc3c(=O)n(CC(N)=O)cnc32)cc1C	0.5%	4.3%	5.9%	1.3%	7.2%	3.9%	.	1.9%	21.1
CC(C)CC(=O)N1CCN(S(=O)(=O)c2ccccc2)CC1	-2.0%	-5.3%	6.8%	-2.1%	-5.2%	-13.3%	.	0.5%	9.3
